# Screens from PubChem BioAssay.
# CatS inh = inhibitors of human cathepsin S; P25774; recombinant cathepsin S, AMC dipeptide fluorescence, pooled mixtures; inhibition, %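 (tested at 5 µM per compound within 10-compound mixtures)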; 0.06% of 62,000 active; AID 501; in the data active means inhibition above about 32%, passing the limit was not always enough;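 further: 0% = enzyme without compound and 100% = blank without enzyme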
# Target sequence (P25774 115-331 limits assumed): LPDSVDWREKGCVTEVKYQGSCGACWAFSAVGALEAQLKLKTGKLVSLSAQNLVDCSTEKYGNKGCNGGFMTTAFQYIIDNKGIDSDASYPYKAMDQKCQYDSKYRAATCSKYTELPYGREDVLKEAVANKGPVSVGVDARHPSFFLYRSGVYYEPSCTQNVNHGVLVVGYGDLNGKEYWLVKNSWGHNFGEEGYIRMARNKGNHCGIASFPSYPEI
# C1s inh = blocks human complement C1s protease activity. P09871. purified C1s, fluorogenic AMC substrate, pooled mixtures. mean inhibition % of two 10-compound mixtures (stronger effect = higher value), % at 5 µM (by protocol). 0.16% of 62,000 active;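 active means inhibition above 20% in each of the two 10-compound mixture wells holding the compound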;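 further: 0% = enzyme wells lacking compound mixture and 100% = no-enzyme blank wells; some compounds called inactive have numbers as strong as hits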
# CatB inh = inhibitors of human cathepsin B | purified cathepsin B, fluorogenic substrate, fluorescence | 0.1% of 63,000 active | inhibition, %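 (tested at 10 µM)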 | P07858; in the data active means inhibition above about 21%;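 further: 0% = enzyme with no compound and 100% = no enzyme blank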
# CatB mixtures = inhibitors of human cathepsin B in compound mixtures | inhibition, %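 (ten-compound pools at 5 µM per compound and 50 µM total)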 | Purified cathepsin B, AMC dipeptide fluorescence | 0.06% of 62,000 active | P07858; in the data active means inhibition above about 22%, passing the limit was not always enough;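 further: 0% = enzyme without compound and 100% = no enzyme blank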
# Her2 expr inh = Her2 kinase expression inhibition; P04626; SKBR-3 HER2 protein level, AlphaScreen, 18-24 h; stronger effect = lower value; HER2 level % of control, % at 10 µM; 0.69% of 65,000 active; AID 645;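 active means HER2 level under 5% of the carrier-only control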;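 further: 100% = DMSO carrier and 0% = 500 nM PU-H71 HSP90 inhibitor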
# ROCK2 blocker = ROCK2 (human) kinase inhibition; O75116; purified ROCK2, Kinase-Glo ATP depletion luminescence; inhibition, % at 6 µM; 0.35% of 60,000 active;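 active means inhibition above the screen-wide mean inhibition plus 3 SD, cut at about 18% in these data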;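 further: plate controls were DMSO wells for no effect and Y-27632 control wells after no-enzyme background subtraction for full effect; many of its hits are not listed in these tables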
# CatG inh = cathepsin G (human) inhibition; P08311; purified enzyme, AMC-tetrapeptide fluorescence, pooled mixtures; inhibition, % at 5 µM (by protocol); 0.2% of 62,000 active; AID 581;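 active means inhibition above 20% in each of the two mixture wells holding the compound; inactive means inhibition of 20% or less in either well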;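 further: 0% = enzyme control without mixture and 100% = blank lacking enzyme; strong numbers were not always called active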
# Target sequence (P08311 21-244 limits assumed): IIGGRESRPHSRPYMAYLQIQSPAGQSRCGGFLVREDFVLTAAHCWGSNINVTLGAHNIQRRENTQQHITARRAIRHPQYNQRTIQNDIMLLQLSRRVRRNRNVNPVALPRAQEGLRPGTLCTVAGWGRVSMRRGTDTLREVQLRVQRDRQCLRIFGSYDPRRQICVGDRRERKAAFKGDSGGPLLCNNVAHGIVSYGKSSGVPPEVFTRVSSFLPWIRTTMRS
# CatL inh = inhibitors of human cathepsin L. P07711. purified cathepsin L, fluorogenic substrate, fluorescence. inhibition, %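 (tested at 10 µM)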. 0.17% of 58,000 active; in the data active means inhibition above about 45%;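 further: 0% = enzyme with no compound and 100% = no enzyme blank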
# Target sequence (P07711 114-288 limits assumed): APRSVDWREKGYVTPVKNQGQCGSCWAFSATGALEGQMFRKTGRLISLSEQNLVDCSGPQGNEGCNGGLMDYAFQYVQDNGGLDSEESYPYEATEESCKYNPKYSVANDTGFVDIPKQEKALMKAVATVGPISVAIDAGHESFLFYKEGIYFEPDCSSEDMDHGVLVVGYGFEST
# Target sequence (P07711 292-333 limits assumed): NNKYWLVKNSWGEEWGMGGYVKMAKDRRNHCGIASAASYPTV
# PKA inh = inhibitors of human protein kinase A; PKA Kemptide phosphorylation, Kinase-Glo ATP luminescence; 0.1% of 65,000 active; AID 524; inhibition, % at 6 µM; P17612;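 active means inhibition above the screen-wide mean inhibition plus 3 SD, cut at about 21% in these data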; further: many of its hits are not listed in these tables
# * marks the source's active call; other numbers are inactive results; x = not tested or not shown. These rows are one share of the data (hit frequency here may not be typical).
# Start of the listing, in advance, 3 compounds:
SMILES,CatS inh,C1s inh,CatB inh,CatB mixtures,Her2 expr inh,ROCK2 blocker,CatG inh,CatL inh,PKA inh
COc1ccc(C2(O)CC3CCC(C2)N3c2cc(C)nc(-c3ccccc3)n2)cc1 (stereo not given),4.0,0.9,0.1,0.3,75.5,-4.1,3.5,3.5,-5.5
N=c1oc2ccc3ccccc3c2cc1-c1nnc2n1CCCCC2,-24.7,-198.0,-6.7,-26.4,91.2,2.5,-46.8,-190.0,6.4
COC(=O)C1C2C=CC3(CN(C(C)C)C(=O)C13)O2 (stereo not given),0.7,-53.4,-4.2,-1.8,103.1,3.1,-1.9,-2.0,6.6

# All compounds of this part, previewed entries included:
SMILES,CatS inh,C1s inh,CatB inh,CatB mixtures,Her2 expr inh,ROCK2 blocker,CatG inh,CatL inh,PKA inh
COc1ccc(C2(O)CC3CCC(C2)N3c2cc(C)nc(-c3ccccc3)n2)cc1 (stereo not given),4.0,0.9,0.1,0.3,75.5,-4.1,3.5,3.5,-5.5
N=c1oc2ccc3ccccc3c2cc1-c1nnc2n1CCCCC2,-24.7,-198.0,-6.7,-26.4,91.2,2.5,-46.8,-190.0,6.4
COC(=O)C1C2C=CC3(CN(C(C)C)C(=O)C13)O2 (stereo not given),0.7,-53.4,-4.2,-1.8,103.1,3.1,-1.9,-2.0,6.6
CCN(CC)c1ccc(C(=O)OCC(=O)N2CCN(c3ccccc3)CC2)cc1,9.4,3.9,4.7,0.1,141.5,3.9,8.1,x,8.5
CSCC[C@H](NC(=O)OC(C)(C)C)c1nnc(SCC(=O)N(C)C)o1,-1.0,1.6,-1.1,1.3,107.9,-1.1,-2.2,0.5,2.6
CCCCC[C@H](O)/C=C/[C@@H]1[C@@H](CCCCCCC(=O)O)[C@@H](O)C[C@H]1O,1.3,13.4,9.1,5.0,97.2,5.6,9.6,4.4,0.8
COc1ccc(CCN/C=C2/CC(=O)NC2=O)cc1OC,12.8,-20.7,1.1,-5.6,101.5,-1.6,-5.0,20.4,-5.7
CCCCn1c2c(c(=N)c3c1CCC3)CCC2,-20.0,7.7,-6.3,4.0,95.1,-4.5,-1.3,-11.4,-5.0
CCC(=O)N1CCc2cc(Br)cc(S(=O)(=O)NCC3CCCO3)c21 (stereo not given),14.9,4.1,-3.8,6.2,183.6,x,0.9,20.4,2.7
N#Cc1c(NC(=O)CSc2nnc(-c3ccncc3)n2CC2CCCO2)sc2c1CCCC2 (stereo not given),19.1,10.0,5.5,6.8,78.3,2.3,13.8,-1.6,0.5
COc1ccc(N(C)S(=O)(=O)c2c(C)[nH]c(=O)[nH]c2=O)cc1,-1.3,4.5,1.3,-0.9,79.6,3.9,-0.5,4.2,8.2
Cc1nc2ccc(S(=O)(=O)NCC(=O)NCc3ccc4c(c3)OCO4)cc2s1,-0.6,-31.0,-2.9,7.5,99.1,-3.8,1.0,0.6,-5.6
CC(=C/C(=O)O)/C=C/c1cccs1,4.0,8.0,5.0,0.8,96.7,3.5,9.9,11.9,1.9
O=C(NCCCN1CCCCCC1)C1CC(=O)N(C2CCCC2)C1 (stereo not given),14.2,11.5,6.3,3.7,101.3,1.5,9.6,20.4,6.8
CC(C)Sc1nc2c(c(=O)[nH]c(=O)n2C)n1Cc1ccc(Cl)cc1,18.2,-7.8,0.3,-2.0,132.1,-0.9,5.8,10.6,-2.1
CCCCCN(C(=O)NC(=O)Nc1nncs1)S(C)(=O)=O,11.4,-36.5,7.5,4.8,77.9,4.8,-8.1,3.7,11.5
COC(=O)c1ccccc1NC(=O)COC(=O)c1cccnc1,-0.7,-33.3,0.2,0.6,94.6,2.2,-29.4,6.1,12.5
COCCNC(=O)C(c1ccc(O)cc1)N(Cc1ccco1)C(=O)CCC(=O)Nc1nccs1 (stereo not given),0.2,3.9,1.9,3.0,97.5,-5.5,-34.3,4.5,-6.5
c1ccc(-c2nn3c(C4CCCCC4)nnc3s2)nc1,-2.0,0.5,0.4,-0.9,106.4,12.6,7.3,0.2,-2.1
O=C(CSc1nnnn1-c1ccccc1)c1cc2ccccc2oc1=O,3.7,11.0,2.9,2.3,75.2,8.0,11.2,12.3,3.7
CCn1cc(C2Nc3ccccc3C(=O)N2O)c(C)n1 (stereo not given),3.6,-24.0,1.6,-1.5,90.9,6.5,3.2,-5.1,14.3
CCOP(=O)(c1ccc(N(C)C)cc1)C(O)c1ccccc1OC (stereo not given),-12.3,-3.2,6.8,3.8,94.3,2.3,-0.6,2.1,3.1
Cc1ccccc1N(CC(=O)NCC1CCCO1)C(=O)C1(C)CC(=O)N=C2C=CC=CN21 (stereo not given),-3.6,-24.4,-0.2,4.2,96.0,2.0,-2.9,-14.7,5.2
CCn1c(C)c(C(C)=O)c(N2CCCCC2)nc1=S,-19.7,-121.9,5.2,-4.1,122.5,11.9,-13.3,-3.9,6.7
Cc1ccc(N(CN2C(=O)C3CC=CCC3C2=O)C(=O)c2ccco2)cc1Cl (stereo not given),x,x,-3.2,x,116.1,-10.3,x,1.1,0.0
# The list continues.
SMILES,CatS inh,C1s inh,CatB inh,CatB mixtures,Her2 expr inh,ROCK2 blocker,CatG inh,CatL inh,PKA inh
CC(=O)Nc1ccc(S(=O)(=O)NCC2CCC(C(=O)NCCC(C)C)CC2)cc1 (stereo not given),0.5,0.5,3.7,5.6,98.6,6.0,11.6,-1.0,5.7
CSc1nncc(-c2ccc(F)c(F)c2)n1,0.6,3.6,3.8,2.2,99.8,-4.1,2.6,-3.0,-5.1
Cc1cccc(NC(=O)c2ccccn2)c1C,-0.5,2.7,1.1,2.0,112.2,0.3,1.1,x,9.3
O=C(CSc1nc2sc3c(c2c(=O)n1Cc1ccco1)CCC3)N1CCc2ccccc21,8.9,11.8,-2.1,2.8,94.4,0.8,10.5,-4.3,1.4
O/N=C1\CC2(Cc3nonc31)OCCO2,10.4,-8.6,16.0,0.4,95.1,6.1,8.1,-12.9,7.3
Cc1nc(SCC(=O)Nc2ccccc2)c2oc3ccccc3c2n1,-1.4,16.6,-2.1,4.9,13.5,-1.7,10.9,3.1,-1.7
CCc1cccc(CC)c1NC(=O)CSc1nnc(C(C)C)n1CC,14.6,-8.8,9.4,7.7,105.9,-1.2,-2.3,1.1,-4.1
CSc1nc(O)c(Cc2ccccc2)c(=O)[nH]1,x,x,-1.6,x,110.4,1.7,x,-3.2,0.8
COc1ccccc1OCCn1c(=O)sc2ccccc21,16.8,-2.0,4.5,4.4,91.9,x,13.0,-3.0,13.1
CCOC(=O)C1(CC)NC(c2cccc(F)c2)C2C(=O)N(CC)C(=O)C21 (stereo not given),6.1,0.9,0.3,-11.4,125.2,2.3,10.2,8.7,5.2
CCNS(=O)(=O)c1ccc(NC(=O)Cn2nc(C(F)(F)F)cc2C)cc1,11.8,-3.7,4.6,1.4,92.5,3.3,6.5,11.8,6.3
CSc1ccc(Cl)c(C(=O)NCC(C)C)c1,-0.8,18.6,0.7,3.7,119.7,0.0,8.9,-3.7,1.5
Cc1ccc(NC(=O)Cn2nc(C)cc2C)cc1,-0.2,8.7,2.8,5.4,119.8,5.2,10.0,8.6,9.4
CC1CC(C)CN(CCCNC(=O)Cc2c(C(=O)O)[nH]c3ccccc23)C1 (stereo not given),-1.1,-0.1,1.1,-0.6,132.9,x,-4.5,11.5,4.6
Cc1cc(=O)[nH]c(SCc2nc3ccccc3n2Cc2ccccc2)n1,-5.2,1.4,-6.8,3.9,88.1,-0.4,-2.0,-11.5,-0.7
O=C(c1cnn2c(C(F)F)cc(C3CC3)nc12)N1CCc2ccccc2C1,0.7,-10.7,-4.7,-5.0,64.8,5.2,-0.5,11.2,10.8
CCS(=O)(=O)N1CCC(C(=O)NCCc2ccc(C)cc2)CC1,10.9,-0.9,3.7,9.2,101.6,-4.3,-2.2,1.8,-2.3
Cc1ccc(CN(Cc2cccnc2)C(=O)CN2C(=O)COc3ccccc32)o1,-1.1,-28.5,-6.1,4.8,58.6,-0.8,-0.4,4.9,5.0
COCC(=O)Oc1c(S(=O)(=O)c2ccc(C)cc2)c(C)nn1-c1ccccc1,-4.6,-8.9,-1.0,2.3,84.0,1.1,4.9,-3.9,-1.8
O=C(Cc1cccs1)Nc1ccc(C(=O)O)cc1,-2.8,-36.7,3.1,3.5,83.0,5.3,6.3,2.0,5.3
O=C(CN1CCN(c2ccccc2F)CC1)c1ccc2c(c1)OCO2,2.1,-10.1,1.5,3.4,107.0,0.1,6.0,0.1,3.9
CC1(C)C2CCC1(C)C(OC(=O)CSc1nc(N)cc(=O)[nH]1)C2 (stereo not given),3.0,2.7,2.3,-1.8,107.1,1.1,-1.1,15.9,2.0
Cc1ccc(NC(=O)c2ccco2)c(NC(=O)c2cccs2)c1,26.2,-18.0,1.1,2.3,83.7,4.1,1.8,-3.0,6.6
CN(Cc1ccccc1)C(=O)CSc1nc2ccccc2c(=O)n1Cc1ccco1,-3.3,10.2,-2.5,3.4,89.3,3.7,12.4,8.4,0.6
CCOCCCNC(=O)c1ccccc1SCC,4.6,-21.9,6.3,6.2,115.6,1.7,7.4,-1.6,1.1
# Following part
SMILES,CatS inh,C1s inh,CatB inh,CatB mixtures,Her2 expr inh,ROCK2 blocker,CatG inh,CatL inh,PKA inh
CCc1nnc(NC(=O)C(C)Sc2ccccc2)s1 (stereo not given),2.7,3.7,2.1,0.1,110.0,3.0,-0.2,8.6,11.3
CCOC(=O)N1CCN(c2ccc(C(=O)CC)cc2F)CC1,2.7,3.0,-4.9,0.3,99.2,-4.9,0.6,8.6,-7.3
CCOc1cc(C2c3c(n[nH]c3C)C(=O)N2c2ccc(Br)cc2)ccc1O (stereo not given),-1.7,-0.7,-2.3,6.6,90.8,1.1,2.4,-1.3,11.4
Cc1cc(NS(=O)(=O)c2ccc(NC(=O)CN3C(=O)c4ccccc4C3=O)cc2)nc(C)n1,-4.0,3.3,-0.4,1.8,87.1,5.9,9.1,1.5,4.8
O=C(c1cc2cc(Cl)ccc2oc1=O)N1CCOCC1,8.8,4.0,-1.4,1.1,152.5,9.3,-5.1,10.2,3.9
CCOC(=O)N1CCC(NC(=O)CN2C(=O)CCSc3ccccc32)CC1,2.5,13.0,2.6,7.5,104.3,0.6,11.0,10.7,-2.6
Cc1c(C(C)NC(=O)Nc2ccc(F)cc2F)cnn1C (stereo not given),7.5,11.9,4.5,-2.3,80.4,5.7,9.6,9.9,5.2
CN(C)CC(=O)Nc1ccc(S(N)(=O)=O)cc1,-21.5,12.1,1.2,-1.5,98.0,x,8.5,-14.9,x
O=C(CCN1C(=O)c2ccccc2S1(=O)=O)Nc1ccc2c(c1)OCCO2,10.4,-32.0,1.0,6.3,107.1,1.4,3.1,12.4,3.8
Cc1cccc(NC(=O)CSc2nc(C)nc3c2c(=O)n(C)c(=O)n3C)c1,-2.9,1.4,-3.1,2.7,39.1,3.3,-2.9,x,2.3
CCOc1cc(C(=O)N(C)Cc2cc3cc(OC)ccc3[nH]c2=O)cc(OCC)c1OCC,2.5,-1.7,-1.8,-2.6,120.9,0.4,4.9,-12.3,-1.8
CC(=O)N1C2CCCCC2S[C@H]2CCCCC21 (stereo not given in full),-0.9,13.6,2.3,2.3,103.6,5.5,9.9,1.9,15.6
c1cc2c(nn1)CCc1nonc1-2,11.8,-15.7,3.7,-2.5,103.6,4.8,5.3,13.9,3.4
COC(=O)C(O)(CC(=O)Nc1ccc(OC(F)(F)F)cc1)C(F)(F)F (stereo not given),-10.0,-2.3,0.2,1.9,x,0.4,11.2,3.3,-0.3
CCN(CC)CCNc1nc2ccccc2n1C,25.8,-17.1,-4.0,1.4,91.9,-8.3,0.3,7.8,-5.0
CC(C)c1nc2sc3c(c2c(=O)o1)CCCC3,x,x,-0.6,x,73.9,0.0,x,3.3,-5.5
Cc1cc(OCCCCCNCCO)cc(C)c1Cl,-0.2,-91.7,-5.7,2.7,75.0,3.4,-9.8,-0.2,1.7
O=C1CC(=O)N(Cc2ccco2)C(=O)N1,13.6,-3.9,-0.7,-1.5,93.4,8.0,-0.5,10.9,5.0
CC1(C)CC(=O)CC(C)(C)N1OC(=O)c1ccncc1,-3.1,-4.0,3.2,0.6,92.7,5.0,-6.7,-5.4,4.9
